# LDHA inh: qHTS assay for inhibitors of human lactate dehydrogenase | purified LDHA, NADH/diaphorase-resazurin fluorescence; stronger effect = lower value | hit rate 0.15% among 480,000 | L-lactate dehydrogenase A chain (Homo sapiens), P00338 | AID 1347041, 2019 | activity change, % (values are at about 110 or 230 µM); in the data active means activity change below about -30%; inconclusive means mostly about -25% to -30%;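 further: plate controls were DMSO wells for no effect and wells without enzyme for full effect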
#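 Human LDH5 at 2 nM final in Tris HCl pH 7.4 with 0.06 mM NADH and 0.2 mM pyruvate, reacted 5 minutes at room temperature. Remaining NADH coupled via diaphorase/resazurin; resorufin fluorescence read at 0 and 20 minutes, normalized to enzyme-free and DMSO wells.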
# mIDH1 inhibitor: qHTS for Inhibitors of mutant isocitrate dehydrogenase 1 (IDH1): qHTS; Isocitrate dehydrogenase [NADP] cytoplasmic (Homo sapiens), O75874; IDH1-R132H enzyme, NADPH consumption, diaphorase/resazurin fluorescence; Potency, µM (series often up to 76.6 µM), for inactives: at the highest dose activity change, negative = inhibition, most hits filed as inhibitors; hit rate 0.093% among 390,000; further: potency means the concentration at half of the fitted maximal effect; on the % scale 0 is the no-effect control and ±100 the full control effect; nearly all actives have a fitted effect of over 65% in size
#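 IDH1-R132H (0.5 ug/mL dispensed) in pH 7.5 Tris buffer was preincubated 30 min with compound, then given a substrate mix of 0.016 mM NADPH and 2 mM alpha-KG for 80 min at room temperature; remaining NADPH was read by diaphorase/resazurin fluorescence.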
# Vif-APOBEC3F blk: qHTS for Inhibitors of Vif-A3F Interactions: qHTS; HeLa A3F-eYFP + Vif (tagged APOBEC3F with the HIV-1 protein that degrades it), YFP fluorescence increase; Potency, µM (top dose mostly 46.1 µM), for inactives: at the highest dose activity, negative = active; hit rate 0.2% among 390,000; further: potency means the concentration at half of the fitted maximal effect; % of control where 0% means no effect; nearly all actives have a fitted effect of over 65% in size
#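 HeLa cells stably expressing A3F-eYFP plus Vif, plated and incubated overnight at 37 deg C, then exposed to compounds overnight at 37 deg C. Blocked degradation read as raised yellow fluorescence (Ex 488/Em 500-530).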
# Vif-A3G inh: qHTS for Inhibitors of Vif-A3G Interactions: qHTS; DNA dC->dU-editing enzyme APOBEC-3G (Homo sapiens), Q9HC16; HeLa A3G-eYFP + Vif (tagged APOBEC3G with the HIV-1 protein that degrades it), YFP fluorescence, overnight; Potency, µM (highest dose often 46.1 µM), for inactives: at the highest dose activity, negative = active, hits mostly inhibitors; hit rate 0.076% among 410,000;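 further: potency means the concentration at half of the fitted maximal effect; on the % scale 0 is the no-effect control and ±100 the full control effect; nearly all actives have a fitted effect of over 60% in size; hits raise eYFP signal because A3G escapes Vif-driven loss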
# Target sequence (Q9HC16 whole entry, looked up): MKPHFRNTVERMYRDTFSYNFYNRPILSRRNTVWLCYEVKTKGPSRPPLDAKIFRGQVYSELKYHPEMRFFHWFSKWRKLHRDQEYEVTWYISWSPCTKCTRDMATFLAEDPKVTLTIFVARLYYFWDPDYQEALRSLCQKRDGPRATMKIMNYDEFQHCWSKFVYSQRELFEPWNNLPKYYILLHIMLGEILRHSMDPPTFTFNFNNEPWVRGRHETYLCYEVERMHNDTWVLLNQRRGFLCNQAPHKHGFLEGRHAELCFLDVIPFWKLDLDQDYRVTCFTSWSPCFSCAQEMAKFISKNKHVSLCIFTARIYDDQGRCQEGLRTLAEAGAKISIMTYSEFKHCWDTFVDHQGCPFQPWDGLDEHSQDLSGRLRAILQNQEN
#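 HeLa cells stably expressing Vif and C-terminally eYFP-tagged A3G, seeded overnight at 37 deg C, then exposed to compound by pintool overnight at 37 deg C. Rise in yellow fluorescence (Ex 488/Em 500-530, Acumen) marks blocked Vif-driven A3G degradation.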
# RGS4 inhibitor: Inhibitors of Regulator of G Protein Signaling (RGS) 4: qHTS | AID 504845, 2011 | hit rate 0.039% among 390,000 | Transcreener GDP fluorescence polarization, RGS4-accelerated GTP hydrolysis | Regulator of G-protein signaling 4 (Homo sapiens), P49798 | Potency, µM (titrated, usually from 114 µM), for inactives: top-dose activity change, negative = inhibition, actives largely listed as inhibitors; further: potency means the concentration at half of the fitted maximal effect; on the % scale 0 is the no-effect control and ±100 the full control effect; nearly all actives have a fitted effect of over 75% in size; some results filed as inactive show a strong effect at the top dose
#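 MLSMR compounds (23 nl, pin-transferred) preincubated 10 min at room temperature with a 500nM (2x) first reagent, then RGS4 at 900nM (2x) plus Transcreener GDP mix added; fluorescence polarization (620/688 nm) read before and after 90 min at 30 °C.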
# USP1-UAF1 inh: Inhibitors of USP1/UAF1: Primary Screen | Ubiquitin carboxyl-terminal hydrolase 1 (Homo sapiens), O94782 | recombinant USP1/UAF1, Ub-Rhodamine cleavage fluorescence | Potency, µM (series often up to 57.1 µM), inactives show at the highest dose activity change, negative = inhibition, usual class: inhibitors | hit rate 0.23% among 390,000 | AID 743255, 2014; further: potency means the concentration at half of the fitted maximal effect; on the % scale 0 is the no-effect control and ±100 the full control effect; nearly all actives have a fitted effect of over 60% in size; inactives centre near -12
#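 1 nM enzyme complex + cpd, 15 min RT; start with Ub-Rho 150nM final; kinetic fluorescence ex 480/em 540, 6 reads q60 s. Buffer 50mM HEPES pH 7.8, 0.5mM EDTA, 0.1 mg/ml BSA, 1mM TCEP, 0.01% Tween-20.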
# Glioma ERSR ind: qHTS for Inducers of the Endoplasmic Reticulum Stress Response (ERSR) in Human Glioma: qHTS. AID 602332, 2012. hit rate 0.02% among 420,000. Potency, µM, for inactives: at the highest dose activation, usual class: activators. U87-MG GRP78 promoter luciferase reporter, 16 h; further: potency means the concentration at half of the fitted maximal effect; series mostly up to about 76 µM; % of control where 0% means no effect; nearly all actives have a fitted effect of over 35% in size
#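 Stably transfected U87-MG human glioma cells carrying a GRP78-based luminescent sensor were seeded at 1000 cells/well, pin-dosed with compounds and incubated 16 h. Luciferase reagent was then added, and end-point luminescence was read after 10 min at room temperature.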
# TrxR1 inh: qHTS Assay for Inhibitors of Mammalian Selenoprotein Thioredoxin Reductase 1 (TrxR1): qHTS; Thioredoxin reductase 1, cytoplasmic (Rattus norvegicus), O89049; recombinant rTrxR1, NADPH fluorescence consumption, selenite substrate; Potency, µM (doses to about 114 µM), for inactives: at the highest dose activity change, negative = inhibition, usual class: inhibitors; hit rate 1% among 390,000; AID 588453, 2011; further: potency means the concentration at half of the fitted maximal effect; on the % scale 0 is the no-effect control and ±100 the full control effect; nearly all actives have a fitted effect of over 65% in size
# Target sequence (O89049 whole entry, looked up): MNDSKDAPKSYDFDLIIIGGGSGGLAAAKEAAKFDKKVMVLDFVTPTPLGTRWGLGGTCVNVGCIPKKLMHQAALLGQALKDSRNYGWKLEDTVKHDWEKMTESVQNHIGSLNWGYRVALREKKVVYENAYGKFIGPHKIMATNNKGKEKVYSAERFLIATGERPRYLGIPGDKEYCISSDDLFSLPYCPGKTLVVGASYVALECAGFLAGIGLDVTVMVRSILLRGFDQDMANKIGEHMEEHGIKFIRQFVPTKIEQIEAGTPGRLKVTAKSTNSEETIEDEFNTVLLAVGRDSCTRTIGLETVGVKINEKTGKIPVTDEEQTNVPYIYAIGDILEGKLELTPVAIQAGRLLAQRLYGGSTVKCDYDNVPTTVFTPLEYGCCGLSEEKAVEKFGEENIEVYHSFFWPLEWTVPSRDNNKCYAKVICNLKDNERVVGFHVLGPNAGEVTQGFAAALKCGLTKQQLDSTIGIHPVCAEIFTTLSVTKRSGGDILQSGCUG
#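 Rat TrxR1 (90 nM in the dispensed reagent) was pre-reduced with 400 uM NADPH for 5 min at room temperature, then incubated with compound for 15 min. After 400 uM selenite was added, NADPH fluorescence (Ex 340/Em 450 nm) was followed for 8 min.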
# TrxR1 substrate: qHTS Assay for Substrates of Mammalian Selenoprotein Thioredoxin Reductase 1 (TrxR1): qHTS | Thioredoxin reductase 1, cytoplasmic (Rattus norvegicus), O89049 | purified TrxR1 substrate turnover, NADPH consumption readout | Potency, µM (top dose mostly 114 µM), for the others: at the top dose activity change, negative = substrate turnover | hit rate 0.01% among 390,000 | AID 588456, 2011; further: potency means the concentration at half of the fitted maximal effect; on the % scale 0 is the no-effect control and ±100 the full control effect; nearly all actives have a fitted effect of over 50% in size
#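 Rat TrxR1, dispensed at 90 nM, was prereduced with 400 uM NADPH (final) for 5 min at ~22 deg C, then incubated with compound 15 min before 400 uM selenite. A first-read NADPH fluorescence drop versus no-compound background flagged substrates.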
# * hit, by the source's call; ? = inconclusive; nt = no result given; [ ] = remark or other dose. Unless noted, the call rests on the fitted dose curve; in most records, active means well fitted curve in the direction sought with a large enough effect; inconclusive means small, poorly fitted or top-dose-only effect, or another doubt; inactive means no such curve, though single readings can be large; an effect the other way counts as inactive or inconclusive. Some of the compounds tested, so the mix of outcomes need not match the whole.
SMILES,LDHA inh,mIDH1 inhibitor,Vif-APOBEC3F blk,Vif-A3G inh,RGS4 inhibitor,USP1-UAF1 inh,Glioma ERSR ind,TrxR1 inh,TrxR1 substrate
Cn1c(N)c(N=Nc2ccc(S(N)(=O)=O)cc2)c(=O)n(C)c1=O,-15,-6%,-6%,1%,16%,-12%,4%,3%[57.1 µM],-4%[57.1 µM]
CCn1c(SCC(=O)N/N=C/c2ccc(O)c(OC)c2)nc2ccccc21,0,10%,-1%,-1%,-4%,-21%,-3%,13%,2%
CN(C)C(CNC(=O)CN1C(=O)NC2(CCc3ccccc32)C1=O)c1ccco1 (stereo not given),-2,6%,1%,0%,3%,-23%,-4%,-16%,3%
Cc1cc(C)nc(N(C#N)CN2C(=O)c3ccccc3C2=O)n1,-4,4%,-8%,0%,24%,1%,-1%,17%,-7%
COc1cnc(-c2ccccn2)nc1Sc1ccccc1Cl,-2,9%,-8%,3%,10%,-22%,4%,5%,-4%
CN(C)c1c(F)cc(C(=O)NCc2ccccc2)cc1F,-7,2%,4%,1%,5%,-9%,3%,7%,0%
COc1ccc(-c2cc(C(=O)OCC(=O)NC(C)C)c3ccccc3n2)cc1,-6,-10%,-9%,1%,49%,0%,-1%,53%[activator],50%[activator]
CC(=O)Nc1sc(NC(=O)c2ccccc2)nc1-c1cccs1,-3,-3%,-3%,-4%,3%,-7%,2%,11%,9%
CC1(C)Cc2cccc(OCC(=O)N3CCN(c4ccccc4Cl)CC3)c2O1,-9,-2%,-5%,-1%,-8%,-21%,-3%,7%,-3%
CN(Cc1ccccc1)c1nc(-c2cccc([N+](=O)[O-])c2)nc2ccccc12,-4,3%,0%,0%,?,-15%,-3%,12%[57.1 µM],8%[57.1 µM]
O=C(Nc1cc(C(F)(F)F)ccc1N1CCOCC1)C1CC1,-4,1%,-9%,6%,?,-15%,-3%,31%,0%
CCOc1cc(-n2ncc(C#N)c2N)nc(SC)n1,0,-3%,-6%,-2%,13%,-23%,-3%,18%,2%
CN(C)c1ncnc2c1ncn2C1CCCO1 (stereo not given),-17,-4%,6%,2%,4%,?,0%,2%,-5%
CCOc1ccc(-c2cc(N)n(S(=O)(=O)c3ccc(OC)c(OC)c3)n2)cc1,-1,1%,-17%,-3%,-11%,-20%,-3%,17%,-8%
S=C(Nc1cccc2ccccc12)NN1CCOCC1,4,6%,-5%,2%,-14%,-3%,-2%,8%[57.1 µM],17%[57.1 µM]
CC(O)CNc1nc2ccccc2n1CC(=O)NC12CC3CC(CC(C3)C1)C2 (stereo not given),-3,8%,-16%,1%,13%,-10%,-4%,6%,-6%
COc1ccccc1S(=O)(=O)n1cc(Cc2ccccc2)c(N)n1,-7,11%,-3%,0%,18%,2%,-2%,5%,4%
O=C(O)c1ccc(/C=C/C(=O)c2ccc3c(c2)OCCCO3)cc1,-8,-6%,-2%,-6%,-40%,-18%,-8%,-31%,-17%
Cc1cccc(NC(=S)NNC(=O)c2cc3c(s2)CCC(C)C3)c1C (stereo not given),-5,-8%,-3%,6%,-18%,-15%,-3%,-3%,0%
C(CNC1C2CC3CC(C2)CC1C3)CN1CCOCC1 (stereo not given),-7,0%,0%,5%,6%,-12%,-1%,7%,-5%
O=C(c1cc2c(=O)oc3ccccc3c2s1)N1CCN(c2cccc(Cl)c2)CC1,-8,23%,-5%,-4%,12%,-9%,-4%,8%,7%[2.29 µM]
CN(C)S(=O)(=O)c1cccc(C(=O)OCC(=O)Nc2sccc2C#N)c1,-1,11%,-5%,-12%,16%,-13%,7%,13%,4%
CSCCC(=O)N(C)CC1CCN(CCc2cccc(C(F)(F)F)c2)CC1,-2,8%,2%,2%,-14%,-15%,1%,19%,3%
CCOc1ccc(NC(=O)CN(C)C(=O)CSCc2c(C)noc2C)cc1OCC,-8,-8%,7%,0%,9%,-6%,0%,-6%[57.1 µM],-5%[57.1 µM]
COc1ccccc1NC(=S)NCCC(c1ccccc1)c1ccccc1,1,-5%,0%,0%,-16%,-17%,-3%,2%,-12%
CCOCCn1c(N2CCCC2)nc2c1c(=O)n(C)c(=O)n2C,-2,11%,14%,-5%,-12%,-18%,-5%,12%,3%
CCn1cc(CN2CCc3c([nH]c4ccccc34)C2c2cccc(O)c2)c(C)n1 (stereo not given),-4,-8%,-20%,-14%,3%,-17%,-4%,8%[57.1 µM],4%[57.1 µM]
CS(=O)(=O)N(CC(=O)O)c1ccc(C23CC4CC(CC(C4)C2)C3)cc1,-10,1%,1%,2%,16%,-12%,-3%,-23%,-15%
CC(C)c1nnc(NC(=O)CSc2nc3ccccc3s2)s1,-9,0%,-1%,-3%,-12%,-8%,17%,-11%,-8%
CS(=O)(=O)N1c2ccccc2[C@]2(Br)C[C@H]3C(=O)N[C@@H](Cc4ccccc4)C(=O)N3[C@H]12,1,18%,-7%,-3%,-29%,-23%,1%,12%[57.1 µM],-6%[57.1 µM]
O=C(NCCCCCCNC(=O)c1ccncc1)c1ccncc1,-1,0%,0%,1%,-11%,-12%,-4%,31%[2.29 µM],-3%[2.29 µM]
CCc1ccc(N(CC(=O)NC(C)(C)C)C(=O)CNC(=O)c2cccs2)cc1,-8,0%,-2%,-1%,8%,-21%,-3%,7%[57.1 µM],4%[57.1 µM]
Cc1ccc(C)c(CN2C(=O)c3ccccc3S(=O)(=O)c3ccc(C(=O)N4CCCC4)cc32)c1,-2,nt,nt,nt,-16%,15%,nt,10%,3%
CCOP(=O)(OCC)C(NC(=O)c1cc([N+](=O)[O-])cc([N+](=O)[O-])c1)C(F)(F)F (stereo not given),8,-11%,-18%,-21%,-3%,-18%,-2%,?,5%
COc1ccccc1NNC(=O)C(O)(c1ccccc1)c1ccccc1,-5,-1%,14%,-8%,0%,?,-5%,15%[11.4 µM],9%[11.4 µM]
O=C(Nc1cccc(S(=O)(=O)N2CCOCC2)c1)c1cn(-c2ccccc2)nc1-c1ccccc1,0,-26%,-3%,-2%,10%,-7%,-3%,64%[activator],15%
O=C(CNC(=O)c1ccccc1Br)NCCSc1ccc(Br)cc1,1,11%,4%,-1%,-19%,-7%,-5%,13%,1%
CCOC(=O)c1sc2ncn(C(CC)C(=O)OCC)c(=O)c2c1C (stereo not given),-1,5%,-2%,-10%,20%,-3%,8%,-14%,-17%
C=CCN1C(=O)CSc2ccc(C(=O)NCc3ccco3)cc21,-7,1%,1%,-5%,-20%,-2%,2%,?,7%
O=C(N/N=C/c1ccccc1OC(=O)c1ccc2c(c1)OCO2)c1ccccc1,4,4%,6%,-1%,-33%,-19%,-1%,-8%,-9%
CCOC(=O)C1CCN(C(=O)Nc2ccc(OC(F)(F)F)cc2)CC1,-8,8%,-5%,-2%,-12%,-2%,-2%,13%[57.1 µM],2%
C/C(=N\NC(=O)c1cc(O)ccc1O)c1cccc(NC(=O)c2ccc(Cl)cc2)c1,7,3%,11%,-11%,-34%,-12%,3%,-40%,-10%
CCOC(=O)C1CCCN(C(=O)c2sc3nc(C)nc(N(CC)CC)c3c2C)C1 (stereo not given),-5,5%,-19%,1%,7%,-4%,-5%,3%,-1%
COc1ccc(CCNC(=O)c2ccccc2C(=O)NCCc2ccc(OC)c(OC)c2)cc1OC,-7,1%,11%,0%,-12%,6%,0%,4%[57.1 µM],10%[57.1 µM]
CN(C)c1ccc(/C=C/c2ccnc3ccc(N)cc23)cc1,1,nt,nt,?,nt,nt,0%,-1%,-5%
C=CCNC(=O)CN(c1ccc(OC)cc1OC)S(C)(=O)=O,-3,7%,-7%,4%,-45%,-8%,-6%,27%[57.1 µM],9%[57.1 µM]
